CHRM4 agonist: agonists of human muscarinic M4 receptor (CHRM4). activation, % at 3 µM. CHO-K1 hM4/Gqi5, Fluo-8 calcium fluorescence; vehicle 0%, full acetylcholine response 100%. hit rate 0.14% among 360,000;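 active = activation above the run mean over all test wells plus 3 SD, cut at about 32% in these data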;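 also: peak over basal fluorescence ratio per well then scaled between controls; 0% = DMSO wells and 100% = acetylcholine at EC100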
M4 PAM: potentiates acetylcholine response at human M4 receptor. P08173. CHO-K1 hM4/Gqi5, Fluo-8 calcium fluorescence, ACh EC20; 0% = ACh EC20, 100% = maximal ACh. activation, % at 3 µM. hit rate 0.4% among 360,000;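 active = activation above its plate's cutoff, the mean activation of sample wells plus 3 SD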; also: some results filed as inactive read as strong as hits
CHRM5 antagonist: CHRM5 antagonism in calcium assay | P08912 | CHO-hM5 cells, Fluo-8 calcium fluorescence, ACh EC80 | inhibition, % at 3 µM | hit rate 0.59% among 360,000 | AID 624040;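 active = inhibition above a per-plate cutoff, the mean of that plate's test compounds plus 3 SD, cut at about 27% in these data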;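 also: 0% = acetylcholine EC80 with DMSO and 100% = DMSO without agonist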
M5 PAM: positive allosteric modulators of human muscarinic M5 receptor. AID 624038. CHO-K1 hM5, Fluo-8 calcium, ACh EC20 PAM; 0% = ACh EC20, 100% = ACh EC100. P08912. hit rate 0.3% among 360,000. activation, % at 3 µM;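 active = activation above the run cutoff, the mean activation of all test compounds plus 3 SD, cut at about 18% in these data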
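System: CHO-K1 hM5 cells. Reagent: acetylcholine, EC20 level. Compound dosing: single dose, 3 µM nominal final test concentration. Timing: Post-acetylcholine fluorescence recording 140 s. Detection: Fluo-8 calcium fluorescence. Read-out: % activation, ACh-normalized. Benchmarks: ACh EC20 and EC100 wells. Repeats: singlicate, one well per test compound.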
CRFBP-R2 block: antagonists of CRF-binding protein/CRF-R2 receptor complex; HEK293 CRF-R2/CRF-BP, CRF-induced calcium fluorescence; inhibition, % at 11.8 µM; hit rate 0.59% among 350,000;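 active = inhibition of the ligand-induced calcium signal above about 50% at the single tested concentration, limit read from the data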
CHRM4 antagonist: blocks acetylcholine activation of human M4 receptor. hit rate 0.73% among 360,000. AID 624125. inhibition, % at 3 µM. CHO-hM4 cells, ACh EC80, Fluo-8 calcium fluorescence. P08173;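 active = inhibition above its plate's cutoff, the mean inhibition of sample wells plus 3 SD, cut at about 27% in these data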;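 also: 0% = acetylcholine EC80 with DMSO and 100% = DMSO without agonist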
CRFR2-BP ag: agonists of human CRF-binding protein/CRF-R2 receptor complex. HEK293 CRF-R2/CRF-BP, calcium dye fluorescence (FLIPR); percent of saturating CRF peptide response. activation, % at 13.2 µM. hit rate 0.46% among 350,000. AID 588473;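 active = activation of at least 50%, plus an integration ratio under a set limit after plate pattern correction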;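 also: plate controls were neutral control wells without compound for no effect and CRF at EC100 for full effect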
IDE cell inh: cellular human IDE inhibition | P14735 | HEK cells, FAbetaB cleavage, fluorescence polarization | inhibition, % at 5.59 µM | hit rate 0.41% among 320,000;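 active = percent inhibition above the average of all tested compounds plus 3 SD, set per screening campaign, cut at about 16% in these data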;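 also: IDE supplied by intact live HEK cells; FP after avidin binding of uncleaved biotin substrate so inhibition keeps polarization high; 0% = DMSO wells and 100% = 60 µM reference IDE inhibitor Ii1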
Target sequence (P14735 whole entry, looked up): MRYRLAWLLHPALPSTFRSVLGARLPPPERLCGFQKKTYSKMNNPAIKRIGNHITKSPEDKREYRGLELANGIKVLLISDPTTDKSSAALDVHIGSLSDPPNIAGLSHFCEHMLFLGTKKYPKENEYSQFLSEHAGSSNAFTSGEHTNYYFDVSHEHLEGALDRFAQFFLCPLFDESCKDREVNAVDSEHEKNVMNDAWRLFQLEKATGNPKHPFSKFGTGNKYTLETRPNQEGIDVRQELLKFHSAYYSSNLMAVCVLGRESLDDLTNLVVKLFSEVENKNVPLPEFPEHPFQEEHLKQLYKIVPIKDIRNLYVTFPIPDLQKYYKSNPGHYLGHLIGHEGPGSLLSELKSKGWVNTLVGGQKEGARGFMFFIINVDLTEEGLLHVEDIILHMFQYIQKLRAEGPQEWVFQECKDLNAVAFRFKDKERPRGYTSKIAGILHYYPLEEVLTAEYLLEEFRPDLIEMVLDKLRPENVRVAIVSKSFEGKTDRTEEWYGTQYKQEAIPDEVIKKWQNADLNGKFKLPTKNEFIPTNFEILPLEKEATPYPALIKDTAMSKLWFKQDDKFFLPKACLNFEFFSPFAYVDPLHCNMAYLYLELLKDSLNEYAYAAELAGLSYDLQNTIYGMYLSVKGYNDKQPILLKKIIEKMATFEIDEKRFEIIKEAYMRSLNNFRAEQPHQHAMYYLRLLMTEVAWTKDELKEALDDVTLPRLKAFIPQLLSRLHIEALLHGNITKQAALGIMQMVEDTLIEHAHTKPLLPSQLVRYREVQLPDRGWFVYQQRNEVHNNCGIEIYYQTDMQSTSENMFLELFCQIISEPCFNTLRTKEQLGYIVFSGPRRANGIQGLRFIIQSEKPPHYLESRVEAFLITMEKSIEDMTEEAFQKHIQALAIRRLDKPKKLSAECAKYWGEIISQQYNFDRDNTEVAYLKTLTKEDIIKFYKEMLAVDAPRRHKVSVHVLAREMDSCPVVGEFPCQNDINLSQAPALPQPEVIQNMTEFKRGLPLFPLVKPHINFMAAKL
M5 ag: CHRM5 agonism in calcium assay; hit rate 0.19% among 360,000; P08912; activation, % at 3 µM; CHO-K1 hM5 cells, Fluo-8 calcium fluorescence; 0% DMSO wells, 100% maximal acetylcholine response;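 active = activation above the run's mean over test compounds plus 3 SD, cut at about 23% in these data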;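 also: signal is peak over basal fluorescence ratio across the kinetic read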
The depositor's hits bear a star; . = not tested or not shown.

canonical_smiles | M5 ag | CHRM5 antagonist | M4 PAM | CRFR2-BP ag | IDE cell inh | CRFBP-R2 block | CHRM4 antagonist | M5 PAM | CHRM4 agonist
CCCC(C(=O)NCCC(C)C)N(Cc1ccc(F)cc1)C(=O)c1snc(C(N)=O)c1N (stereo unspecified) | 0.3 | -6.8 | -2.2 | -0.3 | 6.5 | -7.3 | 0.1 | -6.5 | 7.5
CCCC(=O)NC(=S)c1c(C)n(C)n(-c2ccccc2)c1=O | 6.1 | -8.0 | 10.4 | 4.5 | 4.8 | -17.3 | -12.5 | 10.4 | -1.9
CCn1cc(CN2CCC(C(=O)Nc3ccc(Oc4cccnc4)cc3)CC2)cn1 | -5.0 | 14.8 | 11.4 | 1.4 | 6.7 | 3.8 | -0.7 | -0.1 | 0.2
Cc1ccc(SCCNC(=O)C(C)C)cc1 | 0.6 | 0.7 | -7.6 | 0.6 | -3.1 | -11.2 | -1.6 | 0.1 | -0.3
COCCn1nnnc1C(C(C)C)N1CCOCC1 (stereo unspecified) | 1.3 | 2.6 | 0.2 | -0.1 | -5.8 | 10.6 | -0.9 | -0.5 | 0.7
O=C(CSc1nc2cc(Cl)ccc2s1)Nc1cccc(S(=O)(=O)N2CCOCC2)c1 | -0.3 | 8.8 | -9.5 | 5.0 | 1.4 | 7.5 | 5.1 | -9.0 | 5.5
O=C1OC[C@H](Cc2ccc3c(c2)OCO3)/C1=C\c1ccc2c(c1)OCO2 | 3.1 | 22.2 | -5.1 | 0.0 | -5.0 | 13.2 | -2.6 | -18.8 | 13.1
Cc1ccccc1Cn1c2ccccc2c2cnn(CC(=O)NCCCN3CCOCC3)c(=O)c21 | -6.8 | 9.7 | -3.1 | -1.2 | -0.5 | -16.4 | 2.2 | -2.6 | 0.6
Cc1ccc(CS(=O)Cc2ccc(C(=O)N3CCN(c4cccc(C)c4C)CC3)o2)cc1 (stereo unspecified) | 2.1 | -1.5 | -8.2 | -2.9 | . | 3.4 | -10.4 | -5.8 | 13.4
CCNc1nc(NC(C)C)nc(Oc2ccc(=O)n(C)n2)n1 | 1.6 | 5.7 | -5.9 | -0.8 | 3.0 | -44.7 | -5.2 | -12.4 | 15.1
COc1ccc(CNC(=O)C[C@H]2C[C@H](C(=O)N(C(C)C)C(C)C)[C@@]3(C)c4[nH]c5ccc(Cl)cc5c4CCN3C2=O)cc1OC | 0.2 | 3.4 | -5.8 | -6.0 | . | 1.2 | 3.3 | 1.6 | 3.8
Cc1cc(C(=O)CCC(=O)NNC(=O)c2ccccc2O)c(C)s1 | 0.7 | 5.7 | 5.4 | -1.8 | 3.4 | -2.7 | -15.8 | -8.0 | 0.7
CCOC(=O)C1CCCN(S(=O)(=O)c2cn(C)c(=O)n(C)c2=O)C1 (stereo unspecified) | 1.0 | -4.1 | 6.1 | -1.5 | 2.8 | -13.9 | -10.4 | 4.2 | 1.7
O=C(c1cccs1)c1ccccc1Cc1cccs1 | -1.5 | 13.7 | -0.5 | -2.9 | . | 37.7 | 3.0 | -7.4 | -2.2
O=C(Cc1ccc([N+](=O)[O-])cc1)N1N=C2CCCCC2C1(O)C(F)(F)F (stereo unspecified) | -12.1 | 5.8 | -6.5 | 0.3 | 1.1 | 5.0 | 1.5 | -4.1 | 0.7
O=C(Cn1nnc(-c2ccc(F)cc2)n1)Nc1cccc(S(=O)(=O)N2CCCC2)c1 | 1.4 | 5.5 | 4.1 | -0.1 | -3.7 | 7.7 | -9.7 | 3.0 | 12.9
CN(Cc1ccco1)S(=O)(=O)c1cc(F)ccc1CN1C(=O)c2cccnc2C1=O | -2.3 | 11.6 | -1.1 | -0.8 | 0.6 | -10.6 | 3.6 | -5.2 | 2.9
Cc1cc(C(=O)O)sc1C | 1.2 | -6.3 | 16.3 | 2.5 | -5.6 | -21.1 | -17.6 | -5.4 | 0.5
O=C(CCC(=O)c1ccc(F)cc1)OC1CCOC1=O (stereo unspecified) | -5.7 | -5.9 | 5.7 | 0.7 | 0.4 | 0.6 | -1.6 | 6.7 | 2.2
CCn1c(SCC(=O)c2cc(C)n(CC3CCCO3)c2C)nc2ccccc21 (stereo unspecified) | -6.1 | 9.2 | -3.8 | -1.4 | 4.3 | 10.4 | -8.7 | -5.2 | 5.9
O=S(=O)(Nc1nc2ccccc2nc1NCCO)c1cccc(Cl)c1 | -4.1 | -4.2 | -14.3 | -2.5 | 6.2 | 26.8 | 28.7* | -2.6 | -1.5
COc1ccc(CCNc2oc(-c3ccc(C)cc3)nc2C#N)cc1OC | 0.9 | 0.8 | -2.1 | -0.5 | 1.4 | 5.0 | 5.1 | 0.0 | 0.6
COc1ccccc1/C=C/C(=O)OC(C)CN1CCCCC1 (stereo unspecified) | -15.1 | -2.2 | -8.7 | -1.7 | -1.1 | -4.8 | 3.1 | 1.6 | -0.2
COc1cccc(NC(=O)CN(C)C(=O)CNC(=O)c2ccc3ccccc3c2)c1 | 0.6 | 8.3 | 12.3 | -0.9 | 2.8 | -14.2 | -4.4 | -3.3 | 2.9
CC(C)(C)NC(=S)N/N=C\c1ccc(-c2ccc([N+](=O)[O-])cc2)o1 | 10.2 | 11.8 | -6.4 | 13.5 | 1.7 | -43.7 | 5.9 | -6.0 | 3.8
COc1cc(NC(=O)Cc2ccccc2)c(C(=O)O)cc1OC | -1.7 | -11.5 | -5.6 | -1.5 | -1.4 | 19.6 | 3.5 | -6.7 | 0.8
c1ccc(Sc2cccc3ccccc23)c(CNC2=NCCN2)c1 | -8.0 | 6.1 | -6.7 | -1.7 | -5.1 | -13.1 | -1.2 | -3.2 | 1.0
COC(=O)[C@H](CCSC)NC(=O)Cn1ccc(NC(=O)OCc2ccccc2)nc1=O | 1.6 | -6.1 | 10.4 | -2.6 | 1.5 | 7.9 | 8.0 | 5.5 | 2.0
Cc1cc2c(cc1C)N1C(=O)c3cc4ccccc4cc3NC(=O)C1C(=O)N2 (stereo unspecified) | 1.8 | -4.5 | -5.6 | . | . | . | 4.8 | 4.2 | .
CCC(CC)c1nnc(NC(=O)CCCN2C(=O)c3ccccc3C2=O)s1 | 0.5 | 7.9 | -1.8 | -1.2 | 4.7 | -6.6 | 3.1 | -4.0 | 4.4

A draw from above in order of SMILES length, falling:
canonical_smiles | M5 ag | CHRM5 antagonist | M4 PAM | CRFR2-BP ag | IDE cell inh | CRFBP-R2 block | CHRM4 antagonist | M5 PAM | CHRM4 agonist
CC(C)(C)NC(=S)N/N=C\c1ccc(-c2ccc([N+](=O)[O-])cc2)o1 | 10.2 | 11.8 | -6.4 | 13.5 | 1.7 | -43.7 | 5.9 | -6.0 | 3.8
Cc1cc2c(cc1C)N1C(=O)c3cc4ccccc4cc3NC(=O)C1C(=O)N2 (stereo unspecified) | 1.8 | -4.5 | -5.6 | . | . | . | 4.8 | 4.2 | .
CCC(CC)c1nnc(NC(=O)CCCN2C(=O)c3ccccc3C2=O)s1 | 0.5 | 7.9 | -1.8 | -1.2 | 4.7 | -6.6 | 3.1 | -4.0 | 4.4

Going on with the list:
canonical_smiles | M5 ag | CHRM5 antagonist | M4 PAM | CRFR2-BP ag | IDE cell inh | CRFBP-R2 block | CHRM4 antagonist | M5 PAM | CHRM4 agonist
CCC(C)C(=O)Nc1nnc(-c2cccs2)s1 (stereo unspecified) | -3.3 | -13.5 | -0.8 | 1.2 | 1.1 | -6.0 | -1.8 | 1.1 | 1.3
COc1ccc(-c2cc(C(=O)NNC(=S)NC(=O)c3c(-c4ccccc4)noc3C)[nH]n2)cc1 | -8.2 | 0.8 | 6.5 | 0.1 | 4.0 | 4.9 | 0.1 | 6.6 | -1.2
Cc1cc(C)n(-c2nc(C)nc(N)n2)n1 | -4.0 | 3.4 | 4.2 | -1.0 | 1.1 | -3.3 | 11.4 | 0.7 | 0.6
CCOCCCN(C(=O)CNC(=O)c1ccco1)C(C(=O)NC1CCCC1)c1cccc(OC)c1 (stereo unspecified) | -2.6 | 10.5 | 1.3 | -0.3 | -1.8 | 5.4 | -4.6 | 0.0 | 0.6
COCc1cc(C)nc(Sc2nc3c(c(=O)n(C)c(=O)n3C)n2C)c1C#N | 0.6 | 8.8 | 12.7 | 6.0 | . | 10.4 | -7.8 | -3.8 | 1.3
C=CCSc1nccc(=O)[nH]1 | 0.0 | 1.5 | 3.4 | -0.7 | 0.0 | 12.9 | 0.1 | 1.4 | 0.5
Cc1cccn2c(CNCCCOc3cccnc3)c(C(=O)N3CCOCC3)nc12 | 1.6 | 4.7 | -4.4 | 1.4 | 0.8 | -2.1 | -1.6 | 2.5 | 0.8
CSc1nc(N)nc2c1ncn2CC(=O)NCCCN1CCCC1=O | 0.5 | -3.6 | -0.8 | 0.2 | -1.8 | -13.9 | 6.6 | 1.4 | 1.0
CCOC(=O)CNC(=O)c1cn(CC(C)C)c(=O)c2cc(OC)c(OC)cc12 | 2.0 | -1.0 | 12.5 | -1.2 | 2.1 | -16.0 | -0.9 | -0.1 | 0.1
CCOC(=O)C1=CCN(S(=O)(=O)c2ccccc2C)C1c1ccc(Br)cc1 (stereo unspecified) | -2.4 | 11.1 | -9.1 | . | . | . | -2.5 | -7.0 | -0.3
O=C(Cc1n[nH]c(=O)c2ccccc12)N/N=C/c1cc2c(cc1Cl)OCO2 | -2.1 | 1.4 | -4.4 | -1.1 | -0.3 | 4.8 | -8.4 | -2.8 | -0.4
O=C(NCC(=O)N1CCN(c2ccc(C(F)(F)F)cn2)CC1)c1ccc(Br)o1 | 0.2 | 6.4 | -0.4 | 1.2 | 7.2 | -4.9 | 5.0 | -9.0 | 8.9
Cc1ccc2nc(NCC(=O)NN)nc(-c3ccccc3)c2c1 | -0.5 | 3.0 | -0.5 | -0.8 | 10.9 | -21.7 | 0.4 | 2.3 | -0.8
COc1cc(C(=O)Nc2nc3ccccc3s2)ccc1OCc1c(C)noc1C | 0.5 | 5.0 | 11.7 | 2.0 | 4.2 | -12.8 | -3.5 | -9.1 | 2.4
COC(C)(C)[C@]12CC(O)(c3ccccc3)ON1[C@H]1CCCCC1N2O (stereo partly specified) | -3.6 | -0.4 | -3.6 | 3.1 | -8.5 | 5.8 | 6.2 | -3.3 | -0.3
CCN(CC)CCOc1ccc2nc(N(C)C)sc2c1 | -1.5 | -10.8 | 4.7 | -4.0 | 0.5 | 13.9 | -2.9 | -1.5 | 1.0
Cc1oc(-c2ccoc2)nc1CN(CC1CCC(=O)N1)C(C)C (stereo unspecified) | -1.9 | 8.7 | -5.8 | 1.7 | -2.3 | -25.1 | 4.5 | -0.3 | 1.2
COc1ccc(CNC(=O)C(c2ccco2)N(C(=O)Cc2cccs2)c2cccnc2)cc1 (stereo unspecified) | 8.1 | 3.7 | -4.5 | 0.4 | 2.7 | 8.3 | -7.0 | -9.2 | 8.7
CCCNC(=O)c1onc(CSc2ccc(Cl)cc2)c1C(=O)NCC1CC1 | 0.0 | -1.8 | 15.9 | 4.2 | -3.8 | -5.7 | -20.2 | 4.1 | -0.7
C=CCOc1ccc(C2N3CC4(C)CN2CC(CCC)(C3)C4=O)cc1 (stereo unspecified) | -2.6 | 8.4 | 5.3 | 1.0 | 2.9 | 3.9 | 0.0 | -9.6 | -0.2
COc1ccc(C(=O)N(CCc2ccccc2)Cc2ccccc2)c(OC)n1 | -2.1 | 6.8 | -8.6 | 0.1 | 2.8 | -1.1 | -7.4 | -4.1 | 0.3
COc1ccccc1-c1nnc(C2CCN(S(=O)(=O)c3ccc([N+](=O)[O-])cc3)CC2)o1 | 1.6 | 5.7 | -3.4 | -2.6 | -1.4 | 17.0 | -4.2 | -3.5 | 2.7

Source: PubChem (several laboratories)

Not a hit list; any-hit rate near 2.9%.
